Bioassay records deposited in PubChem BioAssay by several laboratories.
m5-HT2A agonist: activates the mouse 5-HT2A serotonin receptor | P35363 | CHO-K1 mHTR2A beta-arrestin complementation, luminescence; percent of 30 µM serotonin response | activation, % at 7.6 µM | 360,000 tested, 0.66% active | AID 624169;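 active means activation above a run cutoff, the mean activation of all tested compounds plus 3 SD, cut at about 14% in these data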;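 further: 0% = plate median of compound wells and 100% = 30 µM serotonin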
Target sequence (P35363 whole entry, looked up): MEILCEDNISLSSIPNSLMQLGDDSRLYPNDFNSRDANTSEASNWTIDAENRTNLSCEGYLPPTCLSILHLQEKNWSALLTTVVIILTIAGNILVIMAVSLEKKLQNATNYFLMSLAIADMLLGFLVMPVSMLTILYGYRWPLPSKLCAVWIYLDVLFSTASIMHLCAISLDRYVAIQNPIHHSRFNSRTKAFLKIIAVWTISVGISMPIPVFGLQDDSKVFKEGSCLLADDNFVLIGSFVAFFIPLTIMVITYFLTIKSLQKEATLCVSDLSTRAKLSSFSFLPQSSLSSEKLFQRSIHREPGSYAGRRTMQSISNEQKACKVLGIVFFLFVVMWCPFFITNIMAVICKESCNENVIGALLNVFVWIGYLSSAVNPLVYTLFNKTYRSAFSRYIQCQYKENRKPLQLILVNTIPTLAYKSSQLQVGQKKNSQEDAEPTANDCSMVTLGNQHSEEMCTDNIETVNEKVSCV
CaV13 FRET inh: Disruptors of the CACNA1D IQ motif to Ca2+-dependent inactivation inhibitor domain association, primary screening, Förster resonance energy transfer in intact living …. HEK cells, CFP/YFP FRET ICDI-IQ, plate reader, 10 min; percent FRET-ratio fall versus neutral wells. inhibition, % at 12.3 µM. 340,000 tested, 0.098% active. AID 743397;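 active means mean replicate inhibition of at least 30% and at least 1% of replicates passing that level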;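 further: 0% = median of the neutral control wells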
Vif inh: blocks HIV Vif function; HEK293T cells, Vif self-association by quenched fluorescence, imaging, 24 h; inhibition, % at 7.49 µM; 340,000 tested, 0.35% active; AID 602346; in the data active means inhibition above about 50%, passing the limit was not always enough; further: some results filed as inactive read as strong as hits
ABCB6 inh MLPCN: inhibitors of human ABC transporter ABCB6. Q9NP58. K562-ABCB6 porphyrin accumulation, flow cytometry, 1 h; active compounds read low. fluorescence ratio to DMSO, % at 10 µM. 360,000 tested, 0.19% active;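 active means fluorescence ratio to DMSO below 75%, the collection mean minus 3 SD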;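 further: signal is porphyrin accumulated inside mitochondria; 100% equals median channel fluorescence of DMSO control wells; lower ratio means ABCB6 inhibition with less porphyrin fluorescence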
PDI turbidity: PDI (human) enzyme inhibition. P07237. PDI insulin aggregation turbidity, A650, 90 min. inhibition, % at 10 µM. 350,000 tested, 0.052% active. AID 588391;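 active means mean inhibition across replicates of 30% or more, whatever share of single replicates reach that level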;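 further: absorbance from insulin aggregation driven by PDI reduction with DTT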
Target sequence (P07237 whole entry, looked up): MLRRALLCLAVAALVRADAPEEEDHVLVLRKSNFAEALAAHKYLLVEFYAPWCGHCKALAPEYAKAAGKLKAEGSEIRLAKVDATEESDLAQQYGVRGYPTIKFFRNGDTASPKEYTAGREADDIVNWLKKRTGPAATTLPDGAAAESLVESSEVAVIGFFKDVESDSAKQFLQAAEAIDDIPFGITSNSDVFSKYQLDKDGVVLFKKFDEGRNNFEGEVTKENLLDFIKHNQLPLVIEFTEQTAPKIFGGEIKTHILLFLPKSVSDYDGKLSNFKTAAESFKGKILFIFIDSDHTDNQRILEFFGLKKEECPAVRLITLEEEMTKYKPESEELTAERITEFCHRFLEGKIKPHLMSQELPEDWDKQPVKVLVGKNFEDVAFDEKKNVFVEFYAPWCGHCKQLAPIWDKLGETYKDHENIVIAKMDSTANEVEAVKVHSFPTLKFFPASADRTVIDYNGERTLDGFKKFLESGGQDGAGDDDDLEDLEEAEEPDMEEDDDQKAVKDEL
aDG glyco act: increases alpha dystroglycan glycosylation; Pro5-aDG cells, alpha-DG glycosylation AlphaScreen (IIH6); 0% Pro5, 100% B10-LARGE cell signal; activation, % at 10 µM; 360,000 tested, 0.22% active;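 active means activation of at least 8% versus controls, or a plate z-score of at least 8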;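 further: Pro5 are CHO cells carrying HIG-tagged alpha-DG that lacks glycosylation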
Exocytosis inh: lytic granule exocytosis inhibition. TALL-104 LAMP-1 surface exposure, flow cytometry; cells stimulated with thapsigargin and PMA. inhibition, % at 10 µM. 360,000 tested, 0.66% active;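 active means inhibition above about 55%, limit read from the data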
N-glyco inh: N-linked glycosylation inhibition | D54 ERlucT glycosylation luciferase reporter, 24 h; percent of 100 nM tunicamycin response | reporter increase, % at 12.5 µM | 360,000 tested, 0.23% active;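 active means mean luciferase reporter signal, scaled so untreated is 0 and the glycosylation-blocking control 100, at or above a set limit in every replicate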;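 further: luciferase carries N-glycosylation sites so blocking glycosylation raises the light; 0% = median of neutral control wells and 100% = median of 100 nM tunicamycin wells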
Cardio protect: protects H9c2 cardiomyocytes from peroxide injury; H2O2 injury protection, ATPLite, 2 h; protection from H2O2 cell death, % at 20 µM; 360,000 tested, 0.63% active;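 active means compounds giving at least 50% protection of heart cells from peroxide-induced death in the single-dose screen, raw or plate-pattern-corrected value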;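 further: 0% = DMSO wells with peroxide and 100% = DMSO wells without peroxide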
hiPSC survival: increases survival of single human iPS cells; hiPSC single-cell survival, ATPlite luminescence; 100% = ROCK inhibitor wells, 0% = DMSO; survival enhancement, % at 20 µM; 360,000 tested, 0.044% active; in the data active means survival enhancement above about 18%;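 further: cells exposed to compounds for 16 hours before the ATP read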
Active calls of the source: *; nt = not tested or not shown. The order is random; overall some 3.1% were active at least once.

#	SMILES	m5-HT2A agonist	CaV13 FRET inh	Vif inh	ABCB6 inh MLPCN	PDI turbidity	aDG glyco act	Exocytosis inh	N-glyco inh	Cardio protect	hiPSC survival
1	Cc1ccc2oc(Nc3nc(C)c(C)c(C)n3)nc2c1	12	-4	-7	91	-5	0.2	-8	-3	-5	-0.8
2	CN(Cc1ccc(N(C)C)cc1)C(=O)c1cc2ccccc2o1	-5	-7	7	97	1	-0.1	0	0	-2	-0.1
3	COc1ccc(NC(=O)c2nn(C)c3c2CS(=O)(=O)c2ccccc2-3)cc1	-6	-7	-3	103	-8	-0.4	-3	-2	-4	2.3
4	CCN(C(=O)COC(=O)c1ccccc1NCCO)c1cccc2ccccc12	1	-13	-2	99	-5	0.2	-4	1	0	-0.3
5	O=C1c2ccccc2C(=O)N1n1c(=O)[nH]c2ccccc2c1=O	1	-10	18	93	-2	-0.5	-2	0	-1	-0.5
6	Cc1ccc(NC(=O)CSc2nnc(-c3ccncc3)o2)cc1	3	-5	-3	99	9	0.2	-3	1	-2	-1.6
7	COc1cc(S(=O)(=O)NCC2(N3CCCCC3)CCCCC2)ccc1NC(C)=O	5	-7	-16	97	22	0.0	0	-1	3	-0.5
8	Cc1noc(C)c1S(=O)(=O)N1CCCC(C(=O)N2CCC(C)CC2)C1 (configuration not stated)	-6	nt	22	91	6	0.1	0	-1	1	-0.7
9	CCc1ccc(C(=O)Nn2cnc3ccccc3c2=O)cc1	-4	-4	-5	99	6	0.1	18	0	-10	-0.1
10	COC(=O)CSc1nnc(-c2cccnc2)n1C	4	-4	8	98	2	0.0	0	-1	4	-1.4
11	COc1cccc(N(CC(=O)NC2CCCC2)C(=O)CCC(=O)Nc2cc(C)on2)c1	1	-7	-4	94	4	-0.1	-4	0	2	0.2
12	COc1ccc(C(Nc2ccc(S(=O)(=O)NCC3CCCO3)cc2)C(=O)NC(C)(C)C)cc1OC (configuration not stated)	-3	2	-5	100	1	-0.1	1	0	4	-0.5
13	Cc1ccc(C)c(NC(=S)NNC(=O)c2csc(C)c2)c1	-8	-3	1	95	7	0.1	5	0	1	0.6
14	Cc1ccc(C(=O)NCCNc2ncc(C(F)(F)F)cc2Cl)cc1[N+](=O)[O-]	3	-4	-4	92	1	0.1	-9	-2	-5	0.0
15	OC(COc1ccc2c(c1)OCO2)CN1CCc2ccccc2C1 (configuration not stated)	-2	nt	-1	97	-8	0.0	0	3	3	1.3

10 entries from above, in transposed form.
6. Cc1ccc(NC(=O)CSc2nnc(-c3ccncc3)o2)cc1
7. COc1cc(S(=O)(=O)NCC2(N3CCCCC3)CCCCC2)ccc1NC(C)=O
8. Cc1noc(C)c1S(=O)(=O)N1CCCC(C(=O)N2CCC(C)CC2)C1 (configuration not stated)
9. CCc1ccc(C(=O)Nn2cnc3ccccc3c2=O)cc1
10. COC(=O)CSc1nnc(-c2cccnc2)n1C
11. COc1cccc(N(CC(=O)NC2CCCC2)C(=O)CCC(=O)Nc2cc(C)on2)c1
12. COc1ccc(C(Nc2ccc(S(=O)(=O)NCC3CCCO3)cc2)C(=O)NC(C)(C)C)cc1OC (configuration not stated)
13. Cc1ccc(C)c(NC(=S)NNC(=O)c2csc(C)c2)c1
14. Cc1ccc(C(=O)NCCNc2ncc(C(F)(F)F)cc2Cl)cc1[N+](=O)[O-]
15. OC(COc1ccc2c(c1)OCO2)CN1CCc2ccccc2C1 (configuration not stated)

| Screen / compound no. | 6 | 7 | 8 | 9 | 10 | 11 | 12 | 13 | 14 | 15 |
| --- | --- | --- | --- | --- | --- | --- | --- | --- | --- | --- |
| m5-HT2A agonist | 3 | 5 | -6 | -4 | 4 | 1 | -3 | -8 | 3 | -2 |
| CaV13 FRET inh | -5 | -7 | nt | -4 | -4 | -7 | 2 | -3 | -4 | nt |
| Vif inh | -3 | -16 | 22 | -5 | 8 | -4 | -5 | 1 | -4 | -1 |
| ABCB6 inh MLPCN | 99 | 97 | 91 | 99 | 98 | 94 | 100 | 95 | 92 | 97 |
| PDI turbidity | 9 | 22 | 6 | 6 | 2 | 4 | 1 | 7 | 1 | -8 |
| aDG glyco act | 0.2 | 0.0 | 0.1 | 0.1 | 0.0 | -0.1 | -0.1 | 0.1 | 0.1 | 0.0 |
| Exocytosis inh | -3 | 0 | 0 | 18 | 0 | -4 | 1 | 5 | -9 | 0 |
| N-glyco inh | 1 | -1 | -1 | 0 | -1 | 0 | 0 | 0 | -2 | 3 |
| Cardio protect | -2 | 3 | 1 | -10 | 4 | 2 | 4 | 1 | -5 | 3 |
| hiPSC survival | -1.6 | -0.5 | -0.7 | -0.1 | -1.4 | 0.2 | -0.5 | 0.6 | 0.0 | 1.3 |

Later entries:
#	SMILES	m5-HT2A agonist	CaV13 FRET inh	Vif inh	ABCB6 inh MLPCN	PDI turbidity	aDG glyco act	Exocytosis inh	N-glyco inh	Cardio protect	hiPSC survival
16	CC(C)(C)c1ccc(S(=O)(=O)NCCc2ccncc2)cc1	2	nt	-5	99	16	0.5	-1	-2	-15	-0.9
17	c1ccc2c(c1)[nH]c1c(N3CCOCC3)ncnc12	4	-6	0	100	-14	0.2	5	5	-7	-0.9
18	COC(=O)c1cc(=O)n(Cc2ccc(F)cc2)c(=Nc2ccccc2)s1	0	-11	0	96	-3	0.0	-5	6	-8	-0.5
19	C=CC[C@@H](CC(=O)N[C@H](CO)Cc1ccccc1)C(=O)N[C@@H](COC(=O)[C@@H](CC=C)Cc1ccc(F)cc1)Cc1c[nH]c2ccccc12	3	-5	-2	100	-36	0.4	-4	-1	4	-3.4
20	CN1CCN(Cc2nc3ccccc3c(=O)n2Cc2nc(-c3ccc([N+](=O)[O-])cc3)cs2)CC1	-2	-6	-7	109	4	-0.4	75*	-6	-23	-2.8
21	Cc1ccc(C2CN=NC23CCc2ccccc2C3=O)cc1 (configuration not stated)	1	-5	5	101	2	-0.1	8	-2	-7	-1.3
22	CN1N=C2c3ccccc3CCC2C1c1ccc(F)cc1 (configuration not stated)	-3	-21	-11	98	4	-0.1	-4	-7	-5	-0.7
23	CSc1ncc(Cl)c(C(=O)Nc2cccnc2)n1	7	-17	-9	101	7	-0.1	79*	0	3	-0.6
24	CCN1CCN(P2(=O)C=C(c3ccccc3)OC(c3ccccc3)=C2)CC1	-8	-9	9	100	0	0.0	2	0	4	8.2
25	CC(=O)N1CCN(C(=O)c2cccc(S(=O)(=O)N3CCN(c4ccccc4)CC3)c2)CC1	-3	-1	5	105	0	0.3	18	0	-6	-2.7
26	COc1cccc(NC(=S)N(CCc2c(C)[nH]c3ccccc23)Cc2ccco2)c1	1	-7	14	96	-3	0.2	10	-4	-2	0.9
27	CC1(C)CC(=O)C2=C(C1)Nc1[nH]c(=S)[nH]c(=O)c1C2c1ccccc1 (configuration not stated)	4	-5	9	105	6	0.0	-2	1	6	16
28	O=C(CN1CCN(c2ccc(F)cc2)CC1)N1N=CCC1c1ccccc1 (configuration not stated)	-2	-9	-4	99	-4	-0.1	7	0	-2	1.3
29	Cc1ccc(S(=O)(=O)NCC(=O)OCCOc2ccccc2F)cc1	-5	-5	4	96	1	0.1	-3	-1	-6	-0.2
30	CCOc1ccc(-n2c(O)cc(=O)[nH]c2=O)cc1	1	-14	-8	99	15	-0.2	2	0	0	0.1
31	CCCCNC(=O)c1onc(CSc2ccccc2)c1C(=O)NCCCC	-2	-10	-2	95	2	0.1	25	-2	-10	-0.7
32	CC1(C)CC(NC(=O)Nc2ccc([N+](=O)[O-])cc2)CC(C)(C)N1	-3	-2	1	89	9	-0.1	-2	0	-5	0.8
33	CC(C)c1ccc(OCC(=O)NNC(=S)NC(=O)c2cccs2)c(Br)c1	8	nt	17	91	3	0.4	0	-1	19	0.3
34	CCOc1ccc2[nH]c(=O)c(C(c3nnnn3C3CCCCC3)N3CCN(CC)CC3)cc2c1 (configuration not stated)	-2	-5	-5	100	1	0.2	-1	-2	-2	1.7
35	COc1cccc(/C=N/c2nc3ccccc3[nH]2)c1O	-1	-22	1	101	-2	-0.2	6	2	11	-0.1
36	C=CCc1ccc(OCCCN2CCCC(C)C2)c(OC)c1 (configuration not stated)	-4	-5	0	92	-3	0.5	3	0	0	-1.2
37	CCc1noc(C)c1C(=O)N(C)CC(=O)Nc1ccccc1Br	-3	-5	-1	102	6	0.1	1	3	-1	-0.3
38	COC(=O)c1ccc(NC(=O)Nc2ccc(OC)cc2)cc1	0	-4	-8	97	-7	0.6	-2	2	-16	-0.6
39	COc1ccccc1-c1cn[nH]c(=S)n1	1	-3	9	102	0	-0.4	0	-3	3	-2.9
40	CS(=O)(=O)Nc1ccc([N+](=O)[O-])cc1Oc1ccccc1	-4	-5	-3	105	1	-0.4	-4	0	-4	1.5
41	CC(=O)NC(C)(c1ccccc1)c1nc(/C=C/c2ccccc2)cs1 (configuration not stated)	-9	-5	0	105	11	0.2	-8	7	0	3.6
42	CCC(C)[C@H](NC(=O)N1CCN(C)CC1)C(=O)OC (some centres not stated)	1	-1	14	100	-2	-0.3	-2	2	0	0.5
43	COc1ccc(Br)cc1C(=O)Nc1cccc(C)c1	0	nt	3	93	1	0.0	-8	2	2	-0.2
44	COc1ccc2nc(N3CCCC(C(=O)NCCc4ccc(OC)c(OC)c4)C3)sc2c1 (configuration not stated)	5	-3	4	97	7	0.0	-9	4	22	-0.3
45	Cc1cc(=O)oc2cc(OCC(=O)OCC(=O)N(C)C3CCS(=O)(=O)C3)ccc12 (configuration not stated)	0	-2	-4	96	3	-0.1	-2	1	-2	0.6
46	COC(=O)c1ccc(CN2CCC(Oc3ccc(C(=O)N4CCCCC4)cc3)CC2)cc1	-11	nt	-9	93	-1	0.2	-1	-2	-2	1.2
47	CCOC(=O)C1CN(S(=O)(=O)c2ccc(C)cc2)c2ccccc2O1 (configuration not stated)	-2	-7	1	98	7	0.0	23	1	-4	-0.3
48	COc1cccc(C2C(C#N)=C(N)Oc3c2oc(CO)cc3=O)c1 (configuration not stated)	-8	nt	7	99	4	-0.3	-2	2	8	5.8
49	CCOc1ccccc1NC(=O)Cc1c(F)cccc1Cl	-1	-5	7	99	6	-0.2	-2	3	8	2.3
50	COc1ccc2c(CC(=O)Nc3ccc(OC)c(S(=O)(=O)N4CCOCC4)c3)coc2c1	-4	-4	2	104	2	-0.1	-3	1	0	1.6
51	CC(=O)Nc1ccc(S(=O)(=O)Nc2nc3ccccc3nc2N2CCCC2)cc1	5	-1	7	92	-8	0.0	0	3	-11	3.6
52	Cc1oc(S(=O)(=O)N(C)C)cc1C(=O)Nc1ccc(F)cc1	-1	-15	1	101	-1	0.0	-2	0	-3	-0.6
53	O=C(CNC(=O)c1ccccc1)Nc1ccsc1C(=O)O	1	3	-11	115	2	-0.4	0	0	0	-0.1
54	O=C(NCC(=O)N1CCN(c2ccccc2O)CC1)c1ccco1	12	nt	1	106	-7	-0.4	-6	-2	0	0.1
55	CC1CCc2c(sc(NC(=O)CCC(=O)O)c2C(=O)NC2CC2)C1 (configuration not stated)	8	-10	-3	102	-8	-0.1	20	2	3	6.9
56	C=CCNc1nnc(Cc2ccc(C(C)C)cc2)c(=O)[nH]1	-2	nt	-6	99	-8	0.0	-1	6	-3	0.9
